MEX-5 binding = C. elegans MEX-5 TCR-2 RNA binding activity; MEX-5/FITC-TCR2 RNA binding, fluorescence polarization; stronger effect = lower value; activity score (negative = inhibition of binding), % at 10 µM; 300,000 tested, 0.38% active; AID 1832;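 active = inhibition past about -25% in most replicates, and total fluorescence under double the plate's negative control median, limit read from the data; inconclusive = replicates evenly split on the limit, or fluorescence at least double controls; inactive = too little inhibition in most replicates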;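 note: 0% = DMSO and -100% = 5 µM competing unlabeled TCR2 RNA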
Target sequence (Q9XUB2 whole entry, looked up): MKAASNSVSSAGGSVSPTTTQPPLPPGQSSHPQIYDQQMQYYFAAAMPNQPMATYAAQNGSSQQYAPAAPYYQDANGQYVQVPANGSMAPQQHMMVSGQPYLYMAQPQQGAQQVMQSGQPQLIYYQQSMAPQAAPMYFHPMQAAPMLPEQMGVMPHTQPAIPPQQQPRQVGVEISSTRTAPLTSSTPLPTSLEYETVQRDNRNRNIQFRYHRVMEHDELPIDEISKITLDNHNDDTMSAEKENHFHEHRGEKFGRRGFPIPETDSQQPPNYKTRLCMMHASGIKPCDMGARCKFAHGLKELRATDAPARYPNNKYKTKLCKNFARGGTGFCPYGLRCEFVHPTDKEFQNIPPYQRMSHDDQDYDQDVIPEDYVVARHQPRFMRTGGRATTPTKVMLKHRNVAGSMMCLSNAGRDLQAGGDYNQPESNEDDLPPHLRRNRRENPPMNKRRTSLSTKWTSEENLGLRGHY
AHR activator = activates the human aryl hydrocarbon receptor. P35869. AHR-responsive luciferase reporter cells, luminescence. activation, % at 5 µM. 320,000 tested, 2.5% active. AID 2796; in the data active = activation above about 47%;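 note: 0% = vehicle wells and 100% = reference agonist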
Fam108B inh = counter-screen for RBBP9 inhibitors: inhibitors of mouse Fam108B; recombinant Fam108B, FP-Rh probe fluorescence polarization; inhibition, % at 9.51 µM; 300,000 tested, 0.33% active; AID 1947;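 active = inhibition above the screen mean inhibition plus 3 SD, computed separately per campaign, cut at about 18% in these data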;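 note: inhibitors lower polarization as less probe binds the enzyme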
pPAFAH FP inh = pPAFAH (human) enzyme inhibition; Q13093; recombinant pPAFAH, FP-rhodamine probe fluorescence polarization; 330,000 tested, 1.5% active; inhibition, % at 3.39 µM;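 active = inhibition above the mean inhibition across the screen plus 3 SD, cut at about 25% in these data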;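 note: inhibitors block binding of the rhodamine activity-based probe so polarization drops; 0% = enzyme with DMSO and 100% = wells lacking pPAFAH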
MCL1-BIM inh = MCL1-BIM-BH3 interaction inhibition (human) | Q07820 | GST-MCL1 / FITC-Bim-BH3 fluorescence polarization | inhibition, % at 10.9 µM | 320,000 tested, 0.68% active;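 active = inhibition above the mean inhibition of all tested compounds plus 3 SD, set per campaign, cut at about 40% in these data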;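 note: 0% = DMSO wells and 100% = unlabeled Bim-BH3 peptide control; higher means more loss of mP so more displacement of Bim peptide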
Target sequence (Q07820 whole entry, looked up): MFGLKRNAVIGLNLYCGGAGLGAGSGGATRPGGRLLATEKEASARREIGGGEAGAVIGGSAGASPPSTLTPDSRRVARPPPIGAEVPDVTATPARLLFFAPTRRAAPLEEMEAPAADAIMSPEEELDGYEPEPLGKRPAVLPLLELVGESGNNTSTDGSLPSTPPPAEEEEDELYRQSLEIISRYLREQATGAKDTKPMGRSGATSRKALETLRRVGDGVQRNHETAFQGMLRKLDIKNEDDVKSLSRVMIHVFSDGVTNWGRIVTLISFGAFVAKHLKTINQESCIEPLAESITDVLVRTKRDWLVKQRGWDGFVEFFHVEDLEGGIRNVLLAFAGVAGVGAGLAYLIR
GLD-1 RNA inh = GLD-1-TGE RNA interaction inhibition (C. elegans) | Q17339 | purified GLD-1 + fluorescein TGE RNA, fluorescence polarization | inhibition, % at 5.96 µM | 320,000 tested, 0.44% active;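 active = percent inhibition above a per-plate cutoff, the plate mean of test compounds plus 3 SD, cut at about 30% in these data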;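 note: 0% = DMSO wells with GLD-1 and probe and 100% = wells lacking GLD-1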
PAFAH1B2 FP inh = PAFAH1B2 (human) inhibition; recombinant PAFAH1B2, FP-rhodamine activity probe, fluorescence polarization; inhibition, % at 3.39 µM; 340,000 tested, 1.2% active; AID 492953;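 active = inhibition above the mean of all tested compounds plus 3 SD, cut at about 24% in these data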;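 note: 0% = enzyme with DMSO and 100% = wells lacking PAFAH1B2; many of its hits are not listed in these tables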
PME-1 inh = PME-1 (human) inhibition. Q9Y570. recombinant PME-1, FP-Rh probe fluorescence polarization. inhibition, % at 5.9 µM. 320,000 tested, 0.53% active;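 active = inhibition above the campaign mean of all compounds plus 3 SD, cut at about 26% in these data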;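 note: competitive labeling of PME-1 active site by serine hydrolase directed probe; 0% = PME-1 with DMSO and 100% = wells lacking PME-1 enzyme; inhibitors block probe labeling so polarization falls and inhibition rises; many of its hits are not listed in these tables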
BCLXL inh = blocks human Bcl-xL binding to Bim BH3 peptide; Q07817; GST-Bcl-xL / FITC-Bim BH3 peptide fluorescence polarization; inhibition, % at 10.9 µM; 320,000 tested, 0.7% active; AID 2129;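 active = inhibition above the mean of all tested compounds plus 3 SD, cutoff set per campaign, cut at about 30% in these data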;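 note: 0% = DMSO wells and 100% = unlabeled Bim-BH3 peptide competitor; inhibitors lower millipolarization by displacing the labeled peptide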
Target sequence (Q07817 whole entry, looked up): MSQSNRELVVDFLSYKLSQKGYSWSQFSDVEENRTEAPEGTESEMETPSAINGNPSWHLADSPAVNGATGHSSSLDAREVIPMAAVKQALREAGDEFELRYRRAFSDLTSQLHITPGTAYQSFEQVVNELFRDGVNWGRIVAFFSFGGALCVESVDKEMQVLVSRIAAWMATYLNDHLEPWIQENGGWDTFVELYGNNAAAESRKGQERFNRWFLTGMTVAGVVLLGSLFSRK
Active calls of the source: *; ? = inconclusive; . = no result given.

SMILES	MEX-5 binding	AHR activator	Fam108B inh	pPAFAH FP inh	MCL1-BIM inh	GLD-1 RNA inh	PAFAH1B2 FP inh	PME-1 inh	BCLXL inh
O=C(N/N=C\c1ccc([N+](=O)[O-])s1)C1COc2ccccc2O1 (configuration not stated)	0.6	-1	-1	6	2	3	8	14	9
CC(C)OC(=O)CC1C(=O)NCCN1C(=S)NC(=O)c1ccccc1Cl (configuration not stated)	-0.3	-4	-6	0	-3	-5	-1	-3	0
CCn1c(SC)nnc1-c1nn(-c2ccccc2)ccc1=O	2.0	0	-6	-8	-18	5	0	-1	-15
O=C(Nc1ccc(N2CCN(C(=O)c3ccc(Cl)cc3)CC2)cc1)c1ccc(Br)o1	0.6	1	0	2	-2	-3	1	-4	1
Cc1cc(NC(=O)CSc2nnc(-c3ccncc3)n2N)ccc1Br	2.2	10	-5	2	-7	4	0	-4	-13
Cc1ccc(-n2ncc3c2CC(C)(C)CC3NC(=O)Cc2c(C)noc2C)cc1 (configuration not stated)	0.8	3	-3	2	3	1	0	-1	5
Cn1cc(C=O)c(-c2ccc3c(c2)OCCCO3)n1	-2.2	2	0	3	-9	11	6	0	-1
COc1ccc([N+](=O)[O-])cc1NC(=O)CCN1CCN(c2ccccc2OC)CC1	-1.2	0	0	3	4	2	7	-6	4
CC1(C(=O)NCc2ccc(F)cc2)Oc2ccccc2NC1=O (configuration not stated)	-0.1	-1	6	0	3	1	30*	2	8
CCN(CC)C(=O)[C@H]1CC(CC(=O)NCc2ccc(OC)c(OC)c2)C(=O)N2CCc3c([nH]c4ccccc34)[C@]12C (some centres not stated)	.	5	.	-10	.	2	2	.	.
CC(NC(=O)c1ccc(S(=O)(=O)N(C)C)cc1)c1ccc(-n2ccnc2)cc1 (configuration not stated)	0.7	1	-3	-1	6	3	6	0	4
COc1cccc(NC(=O)CSc2nncn2N)c1	0.0	12	-1	4	13	7	4	7	4
S=C(S)N1CCCC1	.	0	-3	-2	2	2	-1	-6	6
CC1CCN(C(=O)c2ccc(S(=O)(=O)Cc3cccc(F)c3)c([N+](=O)[O-])c2)CC1	1.8	-3	2	0	11	3	3	2	8
CCCC(=O)Nc1ccccc1-c1nnn(CC(=O)Nc2ccc(OC)cc2)n1	0.1	1	-10	0	-1	6	2	0	3
CCCC(=O)N1CCN(c2ccc(NC(=O)C(C)(C)C)cc2Cl)CC1	1.7	4	2	-2	-7	4	1	-5	0
C(=N\NC1=NCCN1)/c1ccncc1	1.3	6	-8	4	-4	4	0	-4	3
O=C1C(=O)N(CCCO)C(c2ccccc2)/C1=C(\O)c1ccc(Br)cc1 (configuration not stated)	-0.7	-2	1	3	10	0	6	4	7
CCOc1ccc2c(c1)C(c1cccs1)=NNC(c1cccnc1)=N2	-4.8	27	0	5	10	6	0	8	7
O=C(CNC(=O)c1[nH]cnc1C(=O)N[C@@H](Cc1ccccc1)C(=O)OCc1ccccc1)OCc1ccccc1	0.7	-1	-23	8	4	5	-9	-14	1
Cc1c(C(=O)O)c(-c2ccccc2)nn1-c1ccccc1	1.8	5	-6	1	8	-7	0	0	6
COc1cc(CN2CCCC(CO)(Cc3cccc(Cl)c3)C2)cc(OC)c1O (configuration not stated)	-0.8	0	5	-2	5	3	-2	4	3
COc1cc(/C=C2/SC(=S)N(c3c(C)n(C)n(-c4ccccc4)c3=O)C2=O)ccc1O	27	-2	-99	-48	-6	-33	-65	-134	-8
O=C(OCC(=O)N1CCc2ccccc21)c1ccccc1F	2.3	4	3	11	-3	-4	6	10	0
CCCN[C@@H]1C(=O)N2C(C(=O)OCCC)=C(C)CS[C@H]12	1.8	0	-1	3	8	2	6	1	6
CN(CC(=O)NC1CCCC1)S(=O)(=O)c1cccc(Cl)c1	.	-3	.	-3	.	2	5	.	.
CC(C)C(=O)NCCc1nc2ccccc2n1CCCOc1ccc(Cl)cc1	0.6	-1	-1	14	5	3	5	12	5
COC(=O)C(NC(C)=O)(Nc1cc(C)ccn1)C(F)(F)F (configuration not stated)	2.0	0	1	-1	4	4	2	-3	3
COc1cccc(Nc2nnc(SCc3nc4ccccc4s3)s2)c1	-0.1	67*	3	4	-8	5	-2	11	-4
Cc1cccn2cc(CCNS(=O)(=O)c3ccc4c(c3)OCCO4)nc12	-0.5	-1	-4	6	-6	3	5	2	-1
COc1ccc(CCNC(=O)CC(Cc2ccccc2)C(=O)O)cc1OC (configuration not stated)	0.9	-1	0	3	4	0	9	-2	6
CCOC(=O)c1[nH]c(C)c(C(=O)OCC(=O)N2CCCCC2C)c1C (configuration not stated)	0.0	2	0	-8	-3	-2	1	-1	0
CCSc1nnc(-c2sc3nnc(-c4ccccc4)c(-c4ccccc4)c3c2N)o1	?	-1	-2	1	-8	-31	0	-4	15
Cc1ccc(COC(=O)c2cccc(S(=O)(=O)N3CCCCCC3)c2)cc1	.	1	.	3	4	4	4	1	1
CC(C)(C)n1nc2c(c1NC(=O)C1CC(=O)N(c3ccc(Cl)cc3)C1)CS(=O)(=O)C2 (configuration not stated)	0.2	-2	1	3	-5	7	3	-2	2
CC(=O)Oc1ccc(C2(C)CC(C)(C)NC(=S)N2C)c(OC(C)=O)c1 (configuration not stated)	-2.4	10	-2	1	0	-3	-2	-4	-1
CCN(CC)S(=O)(=O)c1ccc(-n2cnc3cc(C)c(C)cc32)nc1	-1.7	4	2	7	1	-2	-1	3	3
CCN(CC)C(=O)C1CCCN(c2ccc([N+](=O)[O-])cc2)C1 (configuration not stated)	-0.5	-1	-1	1	6	-6	5	-3	5
COc1ccc(-n2cnc3c(cnn3CCC#N)c2=N)cc1	0.1	1	5	3	6	0	4	0	2
CCOc1cc2[nH]c(=O)n(CCC(=O)NCc3ccc(OC)cc3)c(=O)c2cc1OCC	0.9	4	-1	10	-5	-1	3	3	-2
C[C@H](CO)N1C[C@H](C)[C@@H](CN(C)C(=O)Nc2ccc(C(F)(F)F)cc2)Oc2ccc(NS(=O)(=O)c3cccs3)cc2C1=O	.	1	.	13	.	0	2	.	.
COc1ccc(C)c2sc(=NC(=O)c3ccccc3)n(C)c12	-4.3	34	-10	-2	1	2	3	-8	-1
COC(=O)CS(=O)(=O)c1cc(Br)cc2c1N(C(C)=O)CC2	-0.8	1	-3	10	0	4	4	-3	0
COc1cc(C(=O)NCCC(C)C)ccc1OCc1ccc(Cl)cc1Cl	0.1	-3	-9	6	-5	-2	-3	-9	4
CCc1ccc(C2CC(c3ccc(Cl)cc3)=NNC2=O)cc1 (configuration not stated)	-0.5	2	2	3	-7	2	2	0	2
Cc1c(NC(=O)Nc2ccc(Cl)c(Cl)c2)c(=O)n(-c2ccccc2)n1C	.	0	-22	2	-14	-1	0	-20	-1
CCOc1ccc(S(=O)(=O)NCCSc2ccccc2)cc1	4.9	-2	3	-1	0	3	17	-6	-1
COc1ccc(/C=C2\SC(=O)N(CCNC(=O)CN3C(=O)NC4(CCCC4)C3=O)C2=O)cc1	-0.6	2	0	4	-6	2	4	-3	-6
Cc1cc(NS(=O)(=O)c2c(C(=O)N3CCOCC3)c(C)n(C)c2C)ccc1Br	1.6	2	1	9	-5	2	0	6	-1
CC1CC(C)(C)N(C(=O)CN2C(=O)CCC2=O)c2ccccc21 (configuration not stated)	0.6	0	2	0	0	5	8	1	1
Cc1c(NC(=O)c2cc3c(=O)n4ccccc4nc3s2)c(=O)n(-c2ccccc2)n1C	1.5	-2	-1	8	4	2	1	6	8
O=C1c2ccccc2NC(c2ccc(F)cc2)N1Cc1ccco1 (configuration not stated)	-0.8	2	-1	-1	5	12	8	-3	5
Cc1ccc(S(=O)(=O)Nc2ncccn2)cc1	2.0	0	3	0	0	0	-1	0	3
O=C(N/N=C/c1cccc(Br)c1)c1ccc(Cn2cc(Br)cn2)o1	-3.9	7	-6	-1	4	4	-8	-19	5
O=C(NCC1CCCO1)c1ccc2c(c1)N(Cc1ccccc1)C(=O)CS2 (configuration not stated)	-0.7	7	4	4	-2	1	0	1	4
CC12CCC(C(=O)Nc3ccc4c(c3)OCCO4)(OC1=O)C2(C)C (configuration not stated)	1.1	6	6	1	1	1	9	0	0
CCN(Cc1ccccc1)Cc1c(C)[nH]c2c(C)c(C)ccc2c1=O	1.1	0	0	4	2	6	4	-4	3
FC(F)(F)c1nc2ccccc2nc1N/N=C\c1ccccc1	1.6	40	8	3	-2	-2	11	10	-3
COc1ccc(C2NC(=O)NC(c3ccccc3)=C2c2nc3ccccc3s2)cc1 (configuration not stated)	-2.6	2	-3	12	2	10	3	4	9
C/C(NC(=O)c1ccccc1)=C1/C(=O)CC2C1C2(C)C (configuration not stated)	-0.3	21	1	13	7	5	1	-11	0

Arranged by value in MEX-5 binding (descending): three from the list above
SMILES	MEX-5 binding
CCOc1ccc(S(=O)(=O)NCCSc2ccccc2)cc1	4.9
FC(F)(F)c1nc2ccccc2nc1N/N=C\c1ccccc1	1.6
C/C(NC(=O)c1ccccc1)=C1/C(=O)CC2C1C2(C)C (configuration not stated)	-0.3

(continued)
SMILES	MEX-5 binding	AHR activator	Fam108B inh	pPAFAH FP inh	MCL1-BIM inh	GLD-1 RNA inh	PAFAH1B2 FP inh	PME-1 inh	BCLXL inh
COc1ccccc1N1CCN(C(=O)c2oc3ccc(Br)cc3c2C)CC1	2.7	3	3	3	-8	7	2	-1	0
C/C(=N\NC(=O)Cn1c(-c2ccccn2)nc2ccccc21)c1ccccc1	1.6	3	5	2	13	6	0	3	6
Nc1nc(SCC(=O)Nc2ccc([N+](=O)[O-])cc2)[nH]c(=O)c1NC(=O)c1ccc(Br)cc1	-0.1	0	-18	7	9	1	-6	-18	5
CCOCCCNC(=O)C(c1ccccc1)N(Cc1ccc2c(c1)OCO2)C(=O)c1ccccc1O (configuration not stated)	-1.8	0	1	4	1	3	4	-1	4
CC(OC(=O)CCN=C1NS(=O)(=O)c2ccccc21)C(=O)Nc1ccccc1F (configuration not stated)	-0.1	1	2	13	5	1	-1	6	1
CN(C(=O)Nc1ccc(Cl)cc1Cl)C1CCCC1	0.9	-2	-3	2	-10	-2	7	1	1
COc1ccc(-n2nc(C(=O)Nc3ccc4c(c3)OCO4)c3c4ccccc4n(C)c3c2=O)cc1	0.9	10	-1	6	-1	3	-1	5	2
C[C@H]1CN([C@@H](C)CO)C(=O)c2cccc(NC(=O)Nc3ccc(F)cc3)c2O[C@@H]1CN(C)Cc1ccc(C(=O)O)cc1	.	1	.	3	.	3	14	.	.
COCCN(C(=O)Cn1nnc2ccccc21)C(C(=O)NC1CCCC1)c1cccc(OC)c1OC (configuration not stated)	-1.0	-1	-1	2	4	1	6	1	0
CCOc1ccccc1N1CC(C(=O)Nc2ccccc2CC)CC1=O (configuration not stated)	0.2	0	2	3	-11	0	8	-2	-2
CN1C=CC=C/C1=C(\C#N)c1nc2ccccc2[nH]1	-1.8	2	5	8	4	5	0	0	0
COC(=O)c1ccc(N2CCN(C)CC2)c(NC(=O)c2cccnc2)c1	-1.8	-2	-5	6	-5	6	3	-1	0
Cc1ccc(C(=O)OCC(=O)Nc2ccc3[nH]c(=O)[nH]c3c2)o1	-1.0	0	7	6	7	-4	5	-9	3
CC(C)C[C@H]1CN=C(Nc2ccccc2)N1CC1CCCC1	-0.6	4	2	3	5	-6	-2	8	2

Assay outcomes as filed in PubChem.

This is a subset (hit frequency here may not be typical).
